Yeast growth inh: yeast BB579 growth reduction in restrictive medium. S. cerevisiae BB579 growth, OD615, 48 h. inhibition, % at 10 µM. 0.51% of 140,000 active;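 active means inhibition above a set limit, 3 SD over the mean compound inhibition, cut at about 44% in these data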; further: inactives centre near -24
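Material: Saccharomyces cerevisiae DeaD strain BB579, replicative lifespan model yeast; buffer or medium: CSMM-D restrictive synthetic medium containing dextrose (glucose); compound: 10 µM single dose, DMSO 0.25%; timing: 48 h compound exposure at 30 °C after 4 h preincubation; signal: turbidity as optical density at 615 nm; benchmarks: positive control amphotericin B 10 µg/mL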
NPY-Y2 antag: antagonists of human neuropeptide Y receptor Y2; P49146; NPY-Y2 expressing cells, antagonist mode; inhibition, % at 2.7 µM; 0.99% of 140,000 active; AID 793; in the data active means inhibition above about 17%;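 further: 0% = vehicle with agonist challenge and 100% = reference antagonist with challenge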
Target sequence (P49146 whole entry, looked up): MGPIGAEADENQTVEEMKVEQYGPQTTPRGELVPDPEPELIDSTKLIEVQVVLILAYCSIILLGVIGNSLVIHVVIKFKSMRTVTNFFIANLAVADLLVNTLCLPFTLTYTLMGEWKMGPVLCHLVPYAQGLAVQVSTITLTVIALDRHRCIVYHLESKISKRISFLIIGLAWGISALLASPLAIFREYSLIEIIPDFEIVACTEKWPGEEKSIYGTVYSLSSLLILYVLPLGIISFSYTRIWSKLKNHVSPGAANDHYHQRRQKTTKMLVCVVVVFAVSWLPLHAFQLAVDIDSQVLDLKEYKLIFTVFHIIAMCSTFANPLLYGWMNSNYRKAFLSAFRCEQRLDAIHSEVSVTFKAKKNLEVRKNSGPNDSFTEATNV
Measles CPE: protection of cells from measles virus | Measles virus-infected cells, CPE protection, absorbance | protection (pct of control), % at 4 µM | 1.5% of 140,000 active | AID 841; in the data active means protection mostly above about 24%, no sharp cut-off; inactive means mostly below about 26%; further: some compounds called inactive have numbers as strong as hits
GALR2 antag: GALR2 (human) receptor antagonism | 0.39% of 140,000 active | inhibition, % at 4 µM | O43603 | GALR2-expressing cells, antagonist mode | AID 828; in the data active means inhibition above about 27%;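 further: cells stimulated with galanin 1-16 at roughly its EC80; 0% = agonist challenge control and 100% = basal control without agonist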
Target sequence (O43603 whole entry, looked up): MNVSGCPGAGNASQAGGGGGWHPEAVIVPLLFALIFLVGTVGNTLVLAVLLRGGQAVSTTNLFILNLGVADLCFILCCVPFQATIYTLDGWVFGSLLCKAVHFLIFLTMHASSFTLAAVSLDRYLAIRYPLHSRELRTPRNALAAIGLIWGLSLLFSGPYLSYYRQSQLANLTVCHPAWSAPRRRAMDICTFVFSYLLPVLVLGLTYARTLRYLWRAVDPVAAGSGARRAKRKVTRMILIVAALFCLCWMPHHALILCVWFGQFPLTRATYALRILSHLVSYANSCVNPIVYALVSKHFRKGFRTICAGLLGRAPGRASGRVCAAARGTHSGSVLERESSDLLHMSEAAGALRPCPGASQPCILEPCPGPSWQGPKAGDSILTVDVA
E-sel TNF inh: TNF alpha driven E-selectin expression inhibition; HUVEC TNFa-induced E-selectin immunofluorescence, high content; 0.71% of 120,000 active; AID 1246; inhibition, % at 2 µM;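 active means inhibition above the batch mean plus 3 SD, and confirmed as a hit on visual image review, cut at about 43% in these data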;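 further: 0% = TNF-stimulated DMSO wells and 100% = unstimulated control wells; not every result past the cut was called active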
Yeast life ext: extends the lifespan of yeast. S. cerevisiae growth with nicotinamide, OD615; deaD strain in restrictive glucose medium. inhibition of the nicotinamide effect, % at 10 µM. 0.68% of 130,000 active. AID 775;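 active means inhibition above a set limit, placed 3 SD over the median of all compounds, cut at about 26% in these data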;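 further: 0% = nicotinamide-treated wells and 100% = cells grown without nicotinamide; some compounds called inactive have numbers as strong as hits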
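Test system: DeaD-strain S. cerevisiae / Buffer or medium: restrictive glucose medium / Also added: nicotinamide 1.5 mM / Doses: one concentration, 10 µM, DMSO 0.25% / Schedule: 48 h at 30 °C / Signal: OD615 measurement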
bCat KO growth: beta-catenin-lacking colon tumor cell growth suppression; HCT116 beta-catenin knockout viability, CellTiter-Glo, 60 h; active compounds read low; viability, % at 10 µM; 1.5% of 140,000 active;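 active means viability at or under a set limit, the compound median less 4 SD, cut at about 6% in these data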;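 further: 0% = Hyamine 1622 control at 20 µM and 100% = untreated cell control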
Phagocytosis inh: macrophage phagocytosis inhibition; J774A.1 macrophage IgG-bead phagocytosis, imaging; inhibition, % at 5 µM; 0.07% of 110,000 active;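 active means inhibition above the mean of the plate negative controls plus 5 SD, cut at about 13% in these data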;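 further: phagocytic index as fraction of beads internalized from green versus red external bead signal; plate controls were DMSO negative control for no effect and cytochalasin-D positive control for full effect; some results beyond the cut were filed as inactive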
PTEN del growth: PTEN-deleted cell growth suppression | HCT116 PTEN-null viability, CellTiter-Glo, 60 h; active compounds read low | viability, % at 10 µM | 1.2% of 140,000 active | AID 827;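 active means viability at or below a set limit, 4 SD under the median of all tested compounds, cut at about 3.7% in these data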;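 further: PTEN knockout HCT116 line with beta catenin targeted HCT116 as companion control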
MRP-1 activ: activators of MRP-1. H69AR cells + doxorubicin, viability rescue, CellTiter-Glo. viability increase, % at 10 µM. 0.61% of 140,000 active;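 active means viability gain under doxorubicin at or above a set limit, the compound median plus 3 SD, cut at about 4.7% in these data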;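 further: MRP-1 overexpressing cells given doxorubicin 25 µM after compound pretreatment; 18-22 h compound pretreatment then 72 h with doxorubicin before readout; 0% = doxorubicin-only wells and 100% = vehicle-treated cells without doxorubicin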
* hit, by the source's call; · = no result given.

Molecule	NPY-Y2 antag	GALR2 antag	PTEN del growth	E-sel TNF inh	Yeast growth inh	Yeast life ext	Phagocytosis inh	bCat KO growth	MRP-1 activ	Measles CPE
O=S(=O)(/N=C(/c1ccc(Cl)cc1)N1CCOCC1)c1ccc(Cl)cc1	-0.2	10.9	95.5	26.1	-0.5	-6.1	·	98.7	-0.2	3.0
N#Cc1c(-c2ccco2)nc(SCC(=O)Nc2cccc(Cl)c2)[nH]c1=O	7.3	-8.5	88.6	19.1	-9.2	-3.8	-2.9	82.6	5.5*	7.6
CC1CCN(S(=O)(=O)N2CCC(C(=O)N3CCC(N(C)CC4CCCO4)CC3)CC2)CC1 (centres undefined)	2.0	3.6	84.1	7.5	7.8	-5.8	0.5	99.5	-1.4	3.7
COc1ccc(-c2cc(C(=O)OCC(=O)c3ccc(C)c([N+](=O)[O-])c3)c3ccccc3n2)cc1	1.9	5.1	99.1	·	-33.6	-1.8	-7.6	93.6	2.2	29.0
CCOC(=O)Cn1c(CN2CC(C)OC(C)C2)nc2c1c(=O)n(C)c(=O)n2C (centres undefined)	3.4	9.2	97.6	-10.2	-20.4	-0.4	·	85.3	-3.8	10.9
CC1=NN(C(=O)c2csc(C(C)C)c2)C(O)(C(F)(F)F)C1 (centres undefined)	-0.5	-0.9	89.3	·	-13.4	-0.6	-17.6	91.9	1.9	13.0
CC1CCCN(CC(O)COCC2COc3ccccc3O2)C1 (centres undefined)	1.4	-0.2	96.1	17.0	-3.2	-7.0	·	96.2	-0.8	8.7
CCOC(=O)CN1C(=O)C(O)=C(C(C)=O)C1c1ccc(F)cc1 (centres undefined)	-1.3	-7.1	97.2	2.4	-38.6	-16.6	0.1	85.5	2.7	15.8
CCC(CC)C(=O)Nc1cccc(C(=O)NCCc2ccc(S(N)(=O)=O)cc2)c1	1.9	-10.7	105.5	-12.2	-25.8	-5.4	1.1	98.6	-0.8	21.0
CCn1c(SCC(N)=O)nnc1-c1ccc(OC)c(OC)c1	1.3	0.8	99.4	9.8	-27.9	-16.2	-0.9	103.0	-0.6	20.1
Cc1cc(NC(=O)CN2C(=O)NC3(CCCCC3)C2=O)no1	1.5	-7.0	96.7	·	-0.3	2.1	-12.3	85.3	0.9	28.9
CCOC(=O)N1CCN(S(=O)(=O)c2ccc3c(c2)CCN3C(=O)CC)CC1	3.5	-13.6	91.5	-19.6	-34.8	-8.7	0.9	80.3	-0.7	12.8

Next part:
Molecule	NPY-Y2 antag	GALR2 antag	PTEN del growth	E-sel TNF inh	Yeast growth inh	Yeast life ext	Phagocytosis inh	bCat KO growth	MRP-1 activ	Measles CPE
O=c1c2c3nc4ccccc4nc3n(Cc3ccccc3)c2ncn1Cc1ccco1	7.2	1.5	72.4	5.7	-56.1	-14.8	-0.5	80.8	-3.9	1.4
COc1c(OC(C)=O)ccc(/C=C/c2ccc3ccccc3n2)c1[N+](=O)[O-]	-1.3	-5.5	81.5	28.3	-45.1	-19.6	-0.6	83.9	-2.5	8.9
CCOC(=O)c1sc(NC(=O)CSc2nnc(C(C)C)n2CC)nc1C	-0.3	-0.6	93.5	·	-50.2	-7.4	0.5	99.9	-0.8	10.8
Cc1cc(C)n(CCc2nc(-c3ccc(C)o3)cs2)n1	0.4	-8.1	109.8	5.1	-71.2	-12.3	-1.4	93.0	0.2	12.9
CCCNC(=O)C1CC(=O)N(c2ccc(OCC(=O)Nc3cccc(C)c3C)cc2)C1 (centres undefined)	0.9	1.4	94.0	·	18.3	-10.7	-0.1	90.5	-2.4	7.1
CCC1=NNc2cccc3c(OC)ccc1c23	7.4	4.1	72.2	-11.1	-9.9	-5.9	1.3	78.2	-2.4	8.8
CCOc1cc(S(=O)(=O)n2cc(-c3ccc(F)cc3)c(N)n2)cc(OCC)c1OCC	3.1	8.1	62.6	-10.9	-17.0	-5.1	-1.5	55.9	-1.4	5.3
O=C1[C@@H]2[C@H](C(=O)N1Cc1ccco1)[C@H]1C=C[C@@H]2C1	2.6	-2.4	93.0	-13.1	-7.3	1.6	0.2	93.4	-1.0	7.5
CCOC(=O)Cn1c(C)cc(=O)c2cccc(C)c21	2.4	-8.8	92.2	·	-7.7	-29.0	-0.2	97.5	-2.3	2.2
CCOc1ccc(Nc2nc(Cc3nnc(SCC(=O)c4ccc(C)c(C)c4)o3)cs2)cc1	0.2	5.1	86.4	·	-86.1	3.3	-1.2	71.0	-0.2	3.6
CCOc1ccc(CCNC(=O)Cc2nn[nH]n2)cc1OCC	3.4	5.7	106.3	-25.9	-36.7	3.6	-0.7	103.7	-0.1	2.1
O=C1/C(=N\O)Cc2ccccc21	1.8	8.8	90.1	-0.6	-8.0	-14.8	5.5	88.6	-1.2	3.3

Additional compounds:
Molecule	NPY-Y2 antag	GALR2 antag	PTEN del growth	E-sel TNF inh	Yeast growth inh	Yeast life ext	Phagocytosis inh	bCat KO growth	MRP-1 activ	Measles CPE
Cn1c2c(c3ccccc31)CCSC2=O	1.1	-6.9	102.8	-4.5	8.8	-6.8	-1.1	94.5	2.0	19.7
COC(=O)c1c(C)oc2cc(Br)c(OCC(=O)C(C)(C)C)cc12	4.6	-5.6	95.6	·	-23.4	-10.7	-0.7	92.0	-1.9	4.2
O=C(CN1C(=O)c2ccccc2C1=O)N1CCCCC1	2.2	-20.3	106.7	-16.1	-73.5	10.4	-0.3	97.6	-1.7	19.4
Cc1ccc(NC(=O)CSc2nnc(C)c(=O)n2N)c(C)c1	1.5	-7.2	95.8	·	-23.9	-5.7	0.0	86.6	1.4	18.5
COc1cccc(N2CCN(CC(=O)NCc3cccs3)CC2)c1	-5.6	-11.1	94.3	35.5	17.2	-1.6	-0.9	89.8	-1.1	19.0
Nc1ccc(-c2nc3ccc([N+](=O)[O-])cc3[nH]2)cc1	3.9	2.0	81.1	·	-11.3	-3.2	-11.1	80.2	0.5	29.0
CCOC(=O)c1c(CC(C)C)csc1NC(=O)C(C)C	2.3	3.0	92.4	-9.4	-52.8	-19.6	-0.3	105.4	-1.9	4.7
Cc1ccc(-c2nnc(NCc3ccccc3)c3ccccc23)cc1	1.6	2.7	90.1	·	-14.4	4.9	-9.9	87.9	-1.3	23.3
CC1CC(=O)C2=C(C1)OC(N)=C(C#N)C2c1coc2ccccc2c1=O (centres undefined)	1.4	-1.2	96.4	-5.8	-14.9	17.8	-0.3	97.9	-1.9	9.9
Cc1cc(Cl)ccc1OCc1n[nH]c(=S)n1C1CCCCC1	3.8	-2.0	95.8	-10.5	3.1	-8.2	-0.5	93.4	1.6	1.8
CSCCC(NS(=O)(=O)/C=C/c1ccccc1)C(=O)N1CCC(C)CC1 (centres undefined)	-1.3	3.7	62.0	-45.1	-33.6	-12.7	·	72.5	-2.8	4.0
O=C(CSc1nc2c(c(=O)n1-c1ccccc1)SCC2)N1CCN(c2ccccc2)CC1	0.6	3.7	90.4	2.2	-30.6	0.4	-0.5	89.8	-4.3	18.3

Next part
Molecule	NPY-Y2 antag	GALR2 antag	PTEN del growth	E-sel TNF inh	Yeast growth inh	Yeast life ext	Phagocytosis inh	bCat KO growth	MRP-1 activ	Measles CPE
COc1ccc(Cl)cc1NC(=O)NC1CCCCC1	3.6	-10.0	69.1	2.4	-57.7	-12.9	-0.7	83.2	0.6	5.1
O=C(NN=C1c2ccccc2-c2ccccc21)c1cccc(Br)c1	1.4	-15.0	4.9	·	-21.0	-3.6	1.1	21.8	-4.5	7.7
CCOC(=O)N1CCN(C(=O)c2n[nH]c(=O)c3ccccc23)CC1	1.5	-1.3	100.9	10.1	-26.0	-7.8	1.2	100.0	-0.9	6.2
Cc1ccc(S(=O)(=O)N2CC(O)CC2C(=O)OCc2nc3sc(C)c(C)c3c(=O)[nH]2)cc1 (centres undefined)	0.1	0.4	104.3	7.8	-16.2	4.5	-3.2	90.7	-0.3	7.4
CC(=O)NC1CC(C)(C)N(OC(C)=O)C(C)(C)C1	-1.1	-4.4	95.9	-13.2	-37.0	-11.2	0.0	82.1	-1.1	10.4
CC1CCN(S(=O)(=O)c2cccc(-c3csc(-c4cccnc4)n3)c2)CC1	3.4	1.8	99.5	18.7	-30.9	-2.7	-2.0	102.4	-0.4	0.5
COC(=O)C1=C(C)NC(=S)NC1c1ccc(-c2cccc(Cl)c2)o1 (centres undefined)	4.0	9.1	25.8	-16.1	-33.7	0.8	-1.4	32.6	-3.6	10.1
CCOC(=O)/C(=C\c1c[nH]c2ccccc12)NC(C)=O	2.0	7.8	90.7	26.5	-3.8	2.8	-3.9	80.2	-3.2	17.9
CCOC(=O)c1[nH]cnc1C(=O)Nc1cccc(N)n1	·	·	105.8	·	1.0	·	-1.1	87.5	-3.9	15.8
Cc1ccc(NC(=O)Cn2nnc(C(=O)NCc3ccccc3)c2N)cc1C	-1.1	5.8	100.5	-18.8	-53.0	-6.5	-0.2	100.2	-0.8	5.7
O=C(/C=C/c1cccs1)c1ccc(NC(=O)c2cccc(Br)c2)cc1	-3.1	5.0	15.2	9.7	-44.1	-18.4	-0.4	15.2	-2.0	2.0
Cc1ccc2nc(-c3ccc(NC(=O)CN4C(=O)c5ccccc5C4=O)cc3)sc2c1	-5.6	1.4	79.3	·	-20.7	-1.4	·	90.2	-1.7	8.3

The results go on.
Molecule	NPY-Y2 antag	GALR2 antag	PTEN del growth	E-sel TNF inh	Yeast growth inh	Yeast life ext	Phagocytosis inh	bCat KO growth	MRP-1 activ	Measles CPE
CC(C)NC(=O)COC(=O)c1ccc(Oc2ccccc2)cc1	7.5	-1.5	105.6	-26.5	4.8	-8.2	-1.1	95.2	-0.2	0.6
Cc1nnc(SCC(=O)Nc2nnc(SCc3cccc(Br)c3)s2)s1	1.0	2.4	89.5	·	-42.9	-1.2	-3.8	88.8	-3.0	18.7
COCCNc1nnc(SCC(=O)c2ccc3c(c2)OCO3)s1	6.2	6.5	104.1	·	18.6	-4.9	0.4	96.9	-2.3	28.9
O=C1N=C(N2CCOCC2)S/C1=C\C=C/c1ccccc1	2.1	1.4	88.1	3.4	-42.6	-26.5	·	98.2	-2.6	9.5
N#Cc1cn(CC(=O)NCc2cccnc2)c2ccccc12	1.6	-6.8	91.8	-25.2	-33.1	-4.2	-2.2	93.7	-2.3	5.7
COc1cc(/C=N/NC(=O)CCn2c3ccccc3c3ccccc32)ccc1O	6.7	-2.7	71.8	-3.7	-34.4	-6.5	0.7	73.1	-2.7	11.9
Cn1nc(C(C)(C)C)cc1C(=O)NCc1ccc(N2CCCC2=O)cc1	-0.1	44.8*	36.6	-35.3	-6.7	23.3	-1.3	27.1	-0.3	0.6
C/C=C/C(=O)OCC(=O)NC(=O)NC(C)C	0.9	-14.3	111.7	-16.9	-33.5	-2.5	0.2	93.6	0.2	21.6
COc1ccccc1OCCSc1nnnn1C1CCCCC1	4.6	-4.9	90.5	23.3	-11.1	·	·	90.5	0.8	9.9
CC1Cc2ccccc2N1C(=O)C1CCCN1S(=O)(=O)c1ccc(Cl)cc1 (centres undefined)	2.5	4.7	98.1	-50.4	-7.1	-7.8	-0.4	99.7	1.3	18.3

Screens (PubChem BioAssay)
